# mcGAS MS inh = inhibitors of Mus musculus cyclic GMP-AMP synthase, initial high-throughput assay, cell-free, RapidFire MS; recombinant mouse cGAS, cGAMP by RapidFire MS; inhibition, % at 12.5 µM; 130,000 tested, 0.18% active; AID 1259397, 2018;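 active = inhibition of cGAS enzyme activity at or above 60%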;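 also: enzyme stimulated by 45 bp dsDNA with ATP and GTP substrates; cGAMP share of summed cGAMP plus half ATP and half GTP signals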
# Target sequence (Q8C6L5 whole entry, looked up): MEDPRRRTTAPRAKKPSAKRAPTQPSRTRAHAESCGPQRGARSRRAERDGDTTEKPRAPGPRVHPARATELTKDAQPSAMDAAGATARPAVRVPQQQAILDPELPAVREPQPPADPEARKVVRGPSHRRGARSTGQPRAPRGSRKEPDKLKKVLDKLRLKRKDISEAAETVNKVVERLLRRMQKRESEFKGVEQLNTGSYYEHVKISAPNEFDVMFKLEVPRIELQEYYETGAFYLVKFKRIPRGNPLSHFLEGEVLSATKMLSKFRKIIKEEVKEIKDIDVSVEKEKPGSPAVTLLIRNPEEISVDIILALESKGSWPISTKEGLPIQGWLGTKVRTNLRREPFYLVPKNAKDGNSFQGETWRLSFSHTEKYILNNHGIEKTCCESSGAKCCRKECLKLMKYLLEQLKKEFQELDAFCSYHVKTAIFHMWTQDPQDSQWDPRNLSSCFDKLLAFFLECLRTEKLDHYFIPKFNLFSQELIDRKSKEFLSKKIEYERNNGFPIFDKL
# * = called active by the depositor; & = joins results of further samples.
canonical_smiles	mcGAS MS inh
COC(=O)C1=C(C)NC2=C(C(=O)CC(c3ccccc3)C2)C1c1ccc(C)o1 (centres undefined)	0
COc1ccc2c(c1OC)C(=O)OC2[C@H]1c2c(cc3c(c2OC)OCO3)CCN1C (some centres undefined)	-3&3
Cc1cc2n(n1)CC(CNC1CCN(Cc3ccncc3)CC1)CN2 (centres undefined)	1
Cc1ccccc1C1=NC(C)(CC(=O)NCc2ccccc2)ON1C (centres undefined)	-10
COC(=O)CSC1=NS(=O)(=O)c2ccccc2N1	-3
COCCCNS(=O)(=O)c1cc(Cl)ccc1Cl	-14
COc1ccc(/C=C(\C#N)c2nn(CCO)c(N)c2C#N)c(OC)c1	-1
CS(=O)(=O)NC1CCN(CCCc2cccc3ccccc23)CC1	-33
Cc1cccc(C(=O)N(Cc2cc(N)ccc2N(C)C)CC2CC2)c1	-5
Cc1cccc(-n2nc3c(c2NC(=O)Cc2cccc4ccccc24)CS(=O)(=O)C3)c1C	-9
C[C@H]([C@@H](O)c1ccc(O)cc1)N1CCC(Cc2ccccc2)CC1 (racemic)	-1
O=C(Cc1cccs1)N1CCN(c2nnnn2-c2ccccc2)CC1	8
CN(c1ccc(C(N)=O)nn1)C1CCc2ccccc2C1 (centres undefined)	1
c1ccc(Cn2c(SC3CCCCC3)nc3ccccc32)cc1	-1
CC(=O)C1=C(c2ccc(C)c(C)c2)N(C(C)=O)n2c(nnc2-c2ccccc2)S1	-4
O=C(NCc1ccc(Br)cc1F)c1ccc2nncn2c1	-6
COc1cccc(CC2(CO)CCCN(CC3=Cc4cc(Cl)ccc4OC3)C2)c1 (centres undefined)	-2
COc1ccc(-c2nc3oc4ccccc4c(=O)c3c(=O)n2Cc2ccccc2)cc1	-11
CCCC(NC(=O)c1csc(C(C)=O)c1)c1ccccc1 (centres undefined)	-19
O=C(CC/C=C/c1ccccc1)N(Cc1ccccc1)CC(F)F	-9
C=CCN(Cc1ccccc1F)Cc1c(C)noc1C	9
CCOC(=O)CNS(=O)(=O)c1cc(-c2nnc(Nc3ccccc3C)c3ccccc23)ccc1C	-1
Cc1ccsc1CN(Cc1ccccn1)C(=O)CN1CCCCCC1=O	-16
CN1CC2(CCCN(C(=O)CCc3ccccc3F)CC2)OC1=O (centres undefined)	-9
CC(C)N1C(=O)C(=Cc2ccc([N+](=O)[O-])cc2)SC1=S	-9
CN(CCc1ccccc1)C1CCCN(C(=O)CSc2ncn[nH]2)C1 (centres undefined)	-11
Cc1cc(N(C)C)ccc1NC(=O)CNC(=O)C1CC1C (centres undefined)	-8
C=CCN(Cc1ccc(F)cc1)C(=O)CC1C(=O)Nc2cc(C)cc(C)c21 (centres undefined)	-11
COc1ccc(Cl)cc1NC(=O)c1ccc(N2CCCC2=O)cc1	-8
CCn1c(CC2CCN(Cc3ccc(N(C)C)nc3)CC2)n[nH]c1=O	-16
CCn1nnc2c(SC)ncnc21	-5
Cc1cc(N2CCN(C(=O)c3cn(CCN4CCCCC4)nn3)CC2)cc(C)n1	-3
COc1ccc(C(=O)Nc2cnn(C(C)(C)C)c2)c(O)c1	-5
CC(C)(C)N(Cc1ccsc1)C(=O)CS(C)(=O)=O	-20
CC(C)(C)OC(=O)N1CCN(S(=O)(=O)c2ccc(F)cc2)CC1	-4
Cc1nn(-c2ccc(C#N)cc2)c(NC(=O)N2CCOCC2)c1C	-7
O=c1c2ccccc2sn1CN1CCCCC1c1nc2ccccc2s1 (centres undefined)	-17
O=S(=O)(c1ccsc1)N1CCC(n2cc(CCO)nn2)CC1	-5
CC(C)c1nnc(NC(CCO)c2cccs2)s1 (centres undefined)	-5
Clc1ccc(COC(Cn2ccnc2)c2ccc(Cl)cc2Cl)c(Cl)c1 (centres undefined)	0&1&6
Cc1nc2c(C)cccn2c(=O)c1NC(=O)c1cccc(Br)c1	-9
CC1CCCC(C)N1CC(O)c1ccccc1 (centres undefined)	1
O=C1C2CCCCC2C(=O)N1c1n[nH]c(CCc2ccccc2)n1 (centres undefined)	2
O=C(Cc1csc(-c2cccc(Br)c2)n1)Nc1cccc(Cl)c1N1CCOCC1	-5
O=c1ccc2ccccc2o1	-9
O=C(CN1CCN(c2ccc(F)c(F)c2)C1=O)NCCO	-3
CC1CCN(S(=O)(=O)c2ccc(NCC#Cc3ccccc3)c([N+](=O)[O-])c2)CC1	-2
COc1ccc(CCNC(=O)N(C)C(C)c2nc(C)sc2C)cc1 (centres undefined)	-17
O=c1nc(/C=C/c2ccc(Cl)cc2)cc(C(F)(F)F)[nH]1	3
CC(Oc1cc(C(F)(F)F)cc(C(F)(F)F)c1)C(=O)NC(N)=O (centres undefined)	-8

# Ordered by heavy-atom count (lowest first): 5 of the compounds above
canonical_smiles	mcGAS MS inh
O=c1ccc2ccccc2o1	-9
CCn1nnc2c(SC)ncnc21	-5
Cc1cc(N(C)C)ccc1NC(=O)CNC(=O)C1CC1C (centres undefined)	-8
C=CCN(Cc1ccc(F)cc1)C(=O)CC1C(=O)Nc2cc(C)cc(C)c21 (centres undefined)	-11
Cc1cc(N2CCN(C(=O)c3cn(CCN4CCCCC4)nn3)CC2)cc(C)n1	-3

# Carrying on.
canonical_smiles	mcGAS MS inh
Cc1c(C)n2c3c(=O)n(Cc4ccccc4F)c(=O)n(C)c3nc2n1CCO	2
COc1cc(/C=N\n2nnnc2N)ccc1OS(=O)(=O)c1ccc(C)cc1	-7
c1ncn(CCN2CCN(C3CCC4(CCNCC4)CC3)CC2)n1	-1
Cc1ccnc(N2CCN(C3CCC4(CCNCC4)CC3)CC2)c1	-7
Cc1cccc(C(=O)N2CCN(c3ccc(-n4cccn4)nn3)CC2)c1	-7
CCN(CC)C(=O)c1c(C(F)(F)F)nn(C2CCCN(C(C)C)C2)c1C (centres undefined)	-6
CC(C)c1nc(-c2cccc(-n3cnnc3)n2)n(-c2cccc3cccnc23)n1	-10
CCOC(=O)c1ccc(S(=O)(=O)NCCn2ncccc2=O)cc1	-3
Cc1cc(NC(=O)C2CCCN(S(=O)(=O)N3CCC(C)CC3)C2)no1 (centres undefined)	-4
O=C(/C=C/c1c(Cl)cccc1Cl)Nc1nn[nH]n1	-4
CC(=O)Nc1ccc(CN2CCC2(C)C(=O)NCc2cccc(C(F)(F)F)c2)cc1 (centres undefined)	-6
CC(=O)c1c(C)nc2sccn12	-4
Cc1ccc(-c2cc(O)c3c(c2)CN(C(=O)C(C)N2CCCC2=O)CCO3)cc1 (centres undefined)	-18
COc1ccc(Nc2ncccc2C(=O)NC(c2ccccc2)c2ccccc2)cc1	3
CN(C)C(=O)c1ccc(N2CCC(NCCc3ccccc3F)CC2)cc1	-11
COc1ccc2[nH]c(S(=O)Cc3ncc(C)c(OC)c3C)nc2n1 (centres undefined)	-4
CC(=O)N1CCN(C(=O)CCNc2nc(-c3cc(Cl)cc(Cl)c3)no2)CC1	-5
O=C(Nc1ccc(-c2nc3ccccc3[nH]2)cc1)C1CCCN(C2CCOCC2)C1 (centres undefined)	1
CC(=O)NC1(C(=O)Nc2cc(F)c(N(C)C)c(F)c2)CCC(C)CC1 (centres undefined)	-5
CC1CCCC(C)N1C(=O)CS(=O)(=O)Cc1cc(=O)n(C)c(=O)n1C (centres undefined)	-10
Oc1cccc(-c2ccc(NC3CCCC3)nn2)c1	-20
O=C(c1ccc2n[nH]nc2c1)N1CCCC(c2[nH]ncc2-c2ccccc2)C1 (centres undefined)	-18
Cc1ccc(C(C)(C)C)cc1S(=O)(=O)N1CC2(C)CC1CC(C)(C)C2 (centres undefined)	-10
COC(=O)c1ccc(-c2nc(CN(C)Cc3nonc3C)c(C)o2)cc1	-8
CCc1nc(NCCNS(=O)(=O)c2ccsc2C(=O)OC)c2cc(Cl)cc(Cl)c2n1	-7

# Part of the list above, as labelled records:
SMILES: CC(=O)N1CCN(C(=O)CCNc2nc(-c3cc(Cl)cc(Cl)c3)no2)CC1
  mcGAS MS inh = -5
SMILES: CC1CCCC(C)N1C(=O)CS(=O)(=O)Cc1cc(=O)n(C)c(=O)n1C (centres undefined)
  mcGAS MS inh = -10
SMILES: COc1ccc(Nc2ncccc2C(=O)NC(c2ccccc2)c2ccccc2)cc1
  mcGAS MS inh = 3

# The list continues:
canonical_smiles	mcGAS MS inh
COc1cccc(CCNC(=O)Cn2nnnc2CN2CCCCCC2)c1OC	3
CCc1ccc(-c2nccn2-c2ccccc2CCO)nc1	-9
CC1CN(Cc2csc(NC(=O)COc3cccc4ccccc34)n2)CC(C)O1 (centres undefined)	-13
CC(=O)N(C)C1CCN(c2cc(C)c3ccc(Cl)cc3n2)C1 (centres undefined)	-6
CC(Sc1nnc(C2CC2)n1C1CC1)C(N)=O (centres undefined)	3
O=c1ccnc(SCc2ccc(CSc3nccc(=O)[nH]3)cc2)[nH]1	-12
CCN1CCN(C(c2cccc(F)c2)c2c(O)cc(C)n(CCOC)c2=O)CC1 (centres undefined)	-5
Fc1ccccc1N=C1Nc2cccc3cccc1c23	-5
CCCN1C(=O)NC(CC(=O)N2CC(c3ccncc3)C2)C1=O (centres undefined)	-11
CN(CC1CCN(CCc2ccc(F)cc2)CC1)C(=O)c1coc2c1C(=O)CCC2	-11
COc1ccc(-c2c(C)n[nH]c2C)cn1	-18
COc1cccc(/C=C(\C#N)c2nn(CCO)c(N)c2C#N)c1OCc1ccc(Cl)cc1Cl	1
O=C(C1CCC(=O)N(C2CCCC2)C1)N1CCC(Oc2ccccc2Cl)CC1 (centres undefined)	-5
COc1ccc2c(c1)OCC(C=C1N=C(c3ccccc3F)OC1=O)=C2	-6
CC(Oc1ccc(-c2nc3ccccc3s2)cc1)C(N)=O (centres undefined)	-15
Cc1cc(N2CCCC(c3ccn[nH]3)C2)c2cc3c(cc2n1)OCO3 (centres undefined)	-11
COc1cccc(C2CC3(CC(C)(C)NC(=S)N3)Oc3cc(O)ccc32)c1 (centres undefined)	-12
O=c1c2cc(Cl)ccc2ncn1Cc1csc(-c2cccs2)n1	0
Cc1[nH]n(-c2ccccc2)c(=O)c1[N+](=O)[O-]	9
CC1CC1C(=O)Nc1ccc(F)cc1C(=O)N(C)c1ccccc1 (centres undefined)	-14
CCc1sc(C(=O)N2CCCC(C(=O)O)C2)cc1C (centres undefined)	-5
CC1CCCCC12NC(=O)N(CC(=O)N(C)C)C2=O (centres undefined)	-6
CCOc1ccc(S(=O)(=O)Nc2ccccc2F)cc1	-8
Cc1nn(C)c(C)c1-c1cc(C(=O)N2C[C@H]3CC=CC[C@H]3C2)n(C)n1	5
COC(=O)c1c(C)[nH]c(C(=O)C(C)OC(=O)c2ccco2)c1C (centres undefined)	-2
Cc1cc(=O)c(C(=O)N2CCOC(c3ccc(Cl)c(Cl)c3)C2)c(C)[nH]1 (centres undefined)	-9
N#CC(=Cc1cccnc1)c1nc2ccccc2o1	-18
COc1ccc(Cc2noc(CN(C)Cc3sc4ccccc4c3Cl)n2)cc1OC	-11
Cc1nccn1-c1ccc(NC(=O)C2CCCN(Cc3ccc(Cl)s3)C2)cc1 (centres undefined)	1
Cn1cccc1C(=O)NNC(=O)Nc1cccc(Cl)c1	-12
CC1=C(c2ccccc2)N=C(c2ccccc2)OC1=CC=[N+](C)C	-3
CCOc1cccc(OCCN2CCC(C(=O)NC)C2)c1 (centres undefined)	-20
C=CCNC(=O)C1(NC(=O)C2CC3C=CC2C3)CCCCC1 (centres undefined)	13
CC1=NC(C)=C(C#N)C(c2ccc(C(C)C)cc2)C1C#N (centres undefined)	-12
Cc1nn(CC(=O)Nc2cc(Oc3cccnc3)cc([N+](=O)[O-])c2)c(C)c1[N+](=O)[O-]	-10
Cc1ccc(Cn2nnc3c(=S)nc[nH]c32)cc1	-3
OC12OC34CCCCC3CC13CCCC2CC1CCCCC13O4 (centres undefined)	-7
CCc1cc(NC(=O)N(C)CCOCC2CC2)n(C)n1	-2
CN(Cc1cccc(C(=O)Nc2nccs2)c1)Cc1cnccn1	-3
CC(=O)c1ccc(S(=O)(=O)N2CCN(C(=O)c3ccncc3)CC2)cc1	-2
Cc1[nH]c2ccccc2c1CCNC(=O)c1cnn(-c2cccc(Cl)c2Cl)c1N	-2
CN(C)C(=O)C(c1ccccc1)N1CCN(c2ccccc2O)CC1 (centres undefined)	-2
Cc1noc(C)c1CC(=O)NCc1cccnc1N1CCc2ccccc2C1	-5
Cc1ccc2c(=O)[nH]c(Nc3nc(C)cc(-c4ccccc4)n3)nc2c1	9
CN(C(=O)Cc1ccc(Cl)cc1Cl)C(CCO)c1ccccc1 (centres undefined)	-11
CCN(C(=O)CN1CCCC(C(=O)NC2CCCCC2)C1)c1nc2ccccc2s1 (centres undefined)	1
C=C(C)Cn1c(SCC(=O)N/N=C(/C)c2ccco2)nnc1-c1ccc(Br)cc1	-1
CC(C)Cn1c(N)c(-c2csc(NC(C)c3ccccc3)n2)c(=O)n(C)c1=O (centres undefined)	-16
Cc1nccn1CCn1ccnc1-c1ccccn1	-18
CC(C)Cc1nc(CN(C)c2nc(-c3cccnc3)nc3c2cnn3C)no1	-7

# Further results:
canonical_smiles	mcGAS MS inh
O=C(CSc1nc(=O)n2cc(Cl)ccc2n1)Nc1ccc2c(c1)OCCO2	-3
CCCN(Cc1nc2sc3c(c2c(=O)[nH]1)CCN(Cc1ccccc1)C3)CC(O)Cc1ccccc1 (centres undefined)	1
NCCCOC1CCN(Cc2ccccc2)CC1	-7
CN1CC2(CCN(CC(=O)N3CCc4ccccc43)C2)OC1=O (centres undefined)	-9
O=C(CN1CCCOC1=O)Nc1ccc(Cl)c(Cl)c1	-33&-7

# Source: PubChem

# The list is partial (hit frequency here may not be typical).
